KCNQ2 block: KCNQ2 potassium channel inhibitors, primary screen, cell-based, CHO-K1, FluxOR thallium flux, B-score (AID 2156). Potassium voltage-gated channel subfamily KQT member 2 (Rattus norvegicus), O88943. 20 min; active compounds read low. B-score at 10 µM. actives 1.1% (n = 310,000);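 active means fluorescence ratio B-score at most minus 3 library SDs, with starting brightness B-score within 2 library SDs, cut at about -5.5 in these data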
Kir21 inh: inhibitors of mouse Kir2.1 inward-rectifier potassium channel; Inward rectifier potassium channel 2 (Mus musculus), P35561; HEK293-Kir2.1, FluxOR thallium flux fluorescence; active compounds read low; B-score at 10 µM; actives 0.85% (n = 310,000); AID 1672, 2009;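 active means fluorescence ratio B-score at or below minus 3 SD of library scores, with starting-brightness B-score within 2 SD, cut at about -4.2 in these data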;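 further: channel flux triggered by added potassium and thallium sulfate stimulus; B-score of peak minus minimum fluorescence over baseline after thallium stimulus; more negative B-score means stronger Kir2.1 block with less thallium influx; some compounds called inactive have numbers as strong as hits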
Target sequence (P35561 whole entry, looked up): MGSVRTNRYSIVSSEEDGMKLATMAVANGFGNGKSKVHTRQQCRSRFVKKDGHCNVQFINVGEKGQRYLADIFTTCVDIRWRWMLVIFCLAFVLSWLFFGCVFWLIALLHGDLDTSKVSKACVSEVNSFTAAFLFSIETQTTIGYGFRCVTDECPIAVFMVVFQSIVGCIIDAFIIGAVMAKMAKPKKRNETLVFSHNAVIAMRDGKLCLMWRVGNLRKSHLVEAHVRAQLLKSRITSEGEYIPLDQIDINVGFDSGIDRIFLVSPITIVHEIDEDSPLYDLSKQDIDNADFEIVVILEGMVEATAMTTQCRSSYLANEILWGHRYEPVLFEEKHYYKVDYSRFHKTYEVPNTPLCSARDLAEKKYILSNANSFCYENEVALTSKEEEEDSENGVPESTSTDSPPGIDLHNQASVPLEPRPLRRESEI
The depositor's hits bear a star; i = inactive.

Sample of the layout (15 entries):
SMILES	KCNQ2 block	Kir21 inh
Cc1cccc(-c2noc(CCC(=O)NCCc3ccccc3)n2)c1	i	-0.09
COc1ccccc1-c1noc(CCCC(=O)NC2CCCCC2)n1	i	0.81
O=C(CSc1ccc2c(c1)OCCO2)Nc1ccc(Br)cc1	i	-0.44
O=C(CCC(=O)N(c1ccccc1)C(C(=O)NC1CCCC1)c1ccncc1)Nc1cccnc1 (stereo unspecified)	i	-0.67
CCCCn1c(=O)[nH]c(=O)c2c1nc(-c1ccsc1)n2Cc1ccccc1	i	-0.52
Cc1nnc(NC(=O)CSc2nnc(-c3ccccc3)n2C)s1	i	-0.02
CN1CCN(C(=O)CN(C)S(=O)(=O)c2ccc(F)cc2)CC1	i	0.85
Cc1nc(C)c(C(=O)NNC(=O)Nc2ccc(Cl)cc2)s1	i	0.18
O=C(NCCCn1ccnc1)C1CC(c2ccccc2Cl)=NO1 (stereo unspecified)	i	-2.82
N#CCC(=O)N/N=C/c1cc([N+](=O)[O-])ccc1N1CCOCC1	i	0.05
CCc1nnc(NC(=O)C2CC(=O)N(CCc3ccccc3)C2)s1 (stereo unspecified)	i	-0.06
CC(C)NC(=O)c1c(CSc2ccc(Cl)cc2)noc1C(=O)NCc1ccccc1	i	-0.23
CCCCn1nnc(NC(=O)c2ccco2)n1	i	-0.58
COc1ccc(C2=NNC(c3cccnc3)=Nc3ccc(OC)cc32)cc1	i	1.08
CS(=O)(=O)c1ccccc1C(=O)Nc1cccc(-c2nc3ccccc3o2)c1	i	0.98

Results (from the top)
SMILES	KCNQ2 block	Kir21 inh
Cc1cccc(-c2noc(CCC(=O)NCCc3ccccc3)n2)c1	i	-0.09
COc1ccccc1-c1noc(CCCC(=O)NC2CCCCC2)n1	i	0.81
O=C(CSc1ccc2c(c1)OCCO2)Nc1ccc(Br)cc1	i	-0.44
O=C(CCC(=O)N(c1ccccc1)C(C(=O)NC1CCCC1)c1ccncc1)Nc1cccnc1 (stereo unspecified)	i	-0.67
CCCCn1c(=O)[nH]c(=O)c2c1nc(-c1ccsc1)n2Cc1ccccc1	i	-0.52
Cc1nnc(NC(=O)CSc2nnc(-c3ccccc3)n2C)s1	i	-0.02
CN1CCN(C(=O)CN(C)S(=O)(=O)c2ccc(F)cc2)CC1	i	0.85
Cc1nc(C)c(C(=O)NNC(=O)Nc2ccc(Cl)cc2)s1	i	0.18
O=C(NCCCn1ccnc1)C1CC(c2ccccc2Cl)=NO1 (stereo unspecified)	i	-2.82
N#CCC(=O)N/N=C/c1cc([N+](=O)[O-])ccc1N1CCOCC1	i	0.05
CCc1nnc(NC(=O)C2CC(=O)N(CCc3ccccc3)C2)s1 (stereo unspecified)	i	-0.06
CC(C)NC(=O)c1c(CSc2ccc(Cl)cc2)noc1C(=O)NCc1ccccc1	i	-0.23
CCCCn1nnc(NC(=O)c2ccco2)n1	i	-0.58
COc1ccc(C2=NNC(c3cccnc3)=Nc3ccc(OC)cc32)cc1	i	1.08
CS(=O)(=O)c1ccccc1C(=O)Nc1cccc(-c2nc3ccccc3o2)c1	i	0.98
CNC1=C([N+](=O)[O-])CC([N+](=O)[O-])=C(N2CCNCC2)N1C	i	1.34
CSCC[C@H](NC(=O)N1CCn2c1nc1ccccc12)C(=O)NCc1ccc(C)cc1	i	-0.04
Cc1cccc(-c2nc3ccccc3c(=O)[nH]2)c1	i	-0.72
Cc1ccc(S(=O)(=O)N2CCCCC2)cc1NC(=O)CSc1nnnn1C	i	1.26
CC(C)(C)NC(=O)CN(Cc1cccs1)C(=O)CCC(=O)Nc1nccs1	i	0.1
O=C(CSc1nnc2ncccn12)Nc1cccc2ccccc12	i	-0.37
CC(NC(=O)CSc1ncnc2nc[nH]c12)c1ccccc1 (stereo unspecified)	i	0.01
Cc1cccc(C(=O)NCC(=O)NCC(c2cccs2)N2CCOCC2)c1 (stereo unspecified)	i	-0.56
CCCNC(=O)C1(CC2CC(c3ccccc3)=NO2)CCNCC1 (stereo unspecified)	i	0.25
Cc1[nH]c2ccc(F)cc2c1CCN1C(=O)OC(C)(C)C1(C)O (stereo unspecified)	i	2.6
O=C(O)C1CC=CCC1C(=O)Nc1ccccc1C(=O)N1CCN(c2ccccc2)CC1 (stereo unspecified)	i	-0.23
O=C(c1ccc(NS(=O)(=O)c2cccs2)cc1)N1CCN(c2ccccc2Cl)CC1	i	1.67
COc1ccc(C2=NN(C(=O)CSc3nc4ccccc4s3)C(c3ccc(OC)cc3)C2)cc1 (stereo unspecified)	i	-0.45
FC(F)(F)c1cccc(/C=N/NC(=S)NC2CCCCC2)c1	i	0.67
Cc1nn(CC(=O)Nc2cccc(C(F)(F)F)c2)c(=O)c2cccn12	i	0.77
COc1ccc(CC(=O)NCC2(c3ccc(OC)c(OC)c3)CCCC2)cc1	i	-0.27
O=C(NCc1ccc(Cl)cc1)C1CCCN1C(=O)Nc1ccc(F)cc1 (stereo unspecified)	i	0.09
C=CCNC(=O)C1CCC(CNc2nc(=S)[nH]c3ccccc23)CC1 (stereo unspecified)	i	-1.55
CC(C)CC(=O)Nc1ccc2nn(-c3ccccc3)nc2c1	i	0.03
Oc1ccccc1CNCc1ccccc1	i	-1.3
COC(=O)[C@H]1[C@H](c2ccccc2)[C@H](C(=O)OC)O[C@H]1c1ccccc1	i	1.59
COCC(C)NC(=O)Cc1ccc(Cl)cc1 (stereo unspecified)	i	-1.38
Cc1ccc(N(CC(=O)N/N=C/c2cccnc2)S(=O)(=O)c2ccccc2)cc1	i	-0.13
COc1ccccc1NC(=O)C(=O)NCC(c1ccco1)N1CCc2ccccc21 (stereo unspecified)	-7.15*	0.16
CCN(CC)C(=O)Cn1cc(S(=O)(=O)CC(=O)Nc2ccc3c(c2)OCCO3)c2ccccc21	i	-0.03
COc1ccc(C2CC(c3ccccc3)=NN2S(=O)(=O)c2ccc(C)cc2)c(OC)c1 (stereo unspecified)	i	1.11
C=CCn1c(SCC(=O)c2cccs2)nc2sc(C)cc2c1=O	i	-0.07
CC(C)CNc1nc2c(c(=O)n(C)c(=O)n2C)n1Cc1cccc(Br)c1	i	1.79
COCCCn1nnnc1SCC(=O)Nc1nc(C)c(C)s1	i	1.64
Cc1nnc(SCC(=O)Nc2nc(-c3ccc(F)cc3)cs2)[nH]c1=O	i	1.53
CC(C)NC(=O)CCCN1C(=O)c2ccccc2Sc2ncccc21	i	0.54
Nc1nn(-c2ccccc2)c(N)c1N=Nc1ccccc1	i	0.2
COC(=O)c1ccc2ccccc2n1	i	-0.48
Cc1onc(-c2ccccc2)c1C(=O)NC(=S)NNC(=O)c1ccc(O)cc1O	i	-0.33
O=C(Nc1ccccc1C(=O)NCCc1ccccc1)c1cnccn1	i	-0.59
Fc1ccc(Nc2nc(Oc3ccc4c(c3)OCO4)nc(N3CCOCC3)n2)c(F)c1	i	-0.73
N#Cc1nc(-c2ccco2)oc1N1CCN(C(c2ccccc2)c2ccccc2)CC1	i	-2.03
O=C(Nc1ccc2c(c1)OCCO2)c1c(F)cccc1F	i	-1.03
CCCOc1ccc(N2C(=O)C3ON(c4ccccc4)C(CCC)C3C2=O)cc1 (stereo unspecified)	i	0.19
COCCCn1c2nc3ccccc3nc2c2c(=O)n(Cc3cccs3)cnc21	i	-0.22
O=C(CSc1nccn1Cc1ccco1)Nc1ccccc1F	i	-0.45
Cc1ccc(C(=O)Nc2ccccc2Oc2ccccc2)cc1[N+](=O)[O-]	i	0.79
O=C(C1CCN(S(=O)(=O)c2cccnc2)CC1)N1CCN(C2CCCC2)CC1	i	3.49
Cc1cc(Br)ccc1NC(=O)CN(C)C(=O)COc1cccc2c1OC(C)(C)C2	i	0.32
Cn1cncc1C(=O)c1ccccc1	i	1.25
The results go on.
SMILES	KCNQ2 block	Kir21 inh
CCOC(=O)N1CCC(NC(=O)CSCc2nc(-c3ccc(OC)cc3)oc2C)CC1	i	-0.44
CCOc1cc(C2CC(=O)NC3=C2C(=O)C(C(=O)OC)C(C)C3)cc(Br)c1O (stereo unspecified)	i	-0.54
CC(=O)Nc1cccc(/C(C)=N/NC(=O)c2ccc(CN3CCOCC3)cc2)c1	i	-0.22
Cc1ccc(NC(=O)CSc2nccc(=O)[nH]2)c(S(=O)(=O)N2CCOCC2)c1	i	0.09
Cc1sc2ncnc(OCC(=O)c3ccc(S(=O)(=O)N4CCCC4)cc3)c2c1C	i	1.54
CC(C)Sc1nc(-c2ccccc2)cc(=O)[nH]1	i	0.29
CCCCC1=CC2=CC(=O)C(C)(OC(=O)CC)C(=O)C2=CO1 (stereo unspecified)	i	-2.1
CC(OC(=O)c1ccccc1NCCO)C(=O)NC1CCCCC1C (stereo unspecified)	i	0.45
NS(=O)(=O)c1ccc(CNC(=O)C(Cc2ccccc2)NS(=O)(=O)c2ccccc2F)cc1 (stereo unspecified)	i	-0.08
COc1ccc(C(=S)N2CCOCC2)cc1OC(=O)c1cccc([N+](=O)[O-])c1	i	-0.81
COc1ccc(C2C(C(C)=O)=C(O)C(=O)N2c2ccccn2)cc1 (stereo unspecified)	i	-0.34
CCC(=O)N1CCc2cc(Br)cc(S(=O)(=O)NC3CCN(Cc4ccccc4)CC3)c21	i	-1.72
O=C(O)/C=C/C(=O)Nc1ccc(Cl)cc1C(=O)c1ccccc1	i	-0.86
COc1ccc(NC(=O)NCc2ccccn2)cc1OC	i	0.91
CCC1=NN2C(=N)/C(=C/c3cc(C)n(Cc4ccccc4)c3C)C(=O)N=C2S1	i	0.13
COc1ccc(N2CCN(S(=O)(=O)CCNC(=O)c3ccc(Br)o3)CC2)cc1	i	0.4
CCCN(CCC)C(=O)CCSCCC(=O)N(CCC)CCC	i	2.13
CCOC(=O)CSc1nnc(CNC(=O)c2ccc(S(=O)(=O)N(C)C)cc2)n1C	i	0.27
COc1ccc(-n2c(C)nn(CCOc3ccccc3)c2=O)cc1	i	-1.25
Cc1ccc(OCC(O)CN2CCN(c3ccccc3)CC2)cc1 (stereo unspecified)	i	0.09
O=C(CN1C(=O)C2CCCCC2C1=O)N1CCN(c2ccc(F)cc2)CC1 (stereo unspecified)	i	1.56
COc1ccc(OC)c(C2NC(=O)NC(C)=C2C(=O)Nc2ccc(C)cc2)c1 (stereo unspecified)	i	-1.68
N#CCSc1nc(-c2ccccc2)c2cc(Cl)ccc2n1	i	0.74
Cc1cc(N=Cc2c(O)ccc3ccccc23)no1	i	0.17
c1ccc(-c2cnc(CN3CCN(c4ccccc4)CC3)o2)cc1	i	2.37
Cc1ccc(NC(=O)CN2C(=O)c3ccccc3C2=O)nc1	i	-1.02
CC1(C)CC2(CC(c3ccccc3F)c3cc(Cl)c(O)cc3O2)NC(=S)N1 (stereo unspecified)	i	0.55
Cc1ccccc1Nc1cc(C(=O)NCC2CCCO2)c2ccccc2n1 (stereo unspecified)	i	-0.3
CC1=Nc2ccccc2/C1=C\c1nc(-c2ccccc2)oc1O	i	-1.77
COc1cc(C2CC(=O)NC(SCC(=O)Nc3ccccc3C)=C2C#N)ccc1O (stereo unspecified)	i	-0.08
COc1ccc(-c2nc(CN3CCCC(C(=O)NC4CCCC4)C3)c(C)o2)cc1 (stereo unspecified)	i	-1.27
CC(C)Cn1cnc2c1c(=O)n(CC(=O)NN)c(=O)n2Cc1ccccc1	i	0.89
CCC(=O)N1CCc2cc(S(=O)(=O)CCC(=O)Nc3ccc(CC)cc3)ccc21	i	0.09
Cn1c(CNC(=O)OC(C)(C)C)nnc1SCc1c(Cl)cccc1Cl	i	-2.23
O=C(NCc1csc2ccc(Cl)cc12)Nc1cccc2ccccc12	i	-0.23
COC(=O)c1sccc1NC(=O)Nc1cccc(C(C)=O)c1	i	-2.9
Cc1ccc(C2=C/C(=C/c3cccnc3)C(=O)O2)c(C)c1	i	0.73
Cc1nc2scc(-c3ccc(Cl)cc3)c2c(=O)n1N	i	-0.13
CC(C)(C)C1CCC(OCC(O)CN2CCN(c3ccccc3)CC2)CC1 (stereo unspecified)	i	-0.56
CCn1c(SCC(=O)Nc2ccc(OC)cc2OC)nc2nc3c(cc2c1=O)COC(C)(C)C3	i	0
COc1ccc(CCCc2nnc(SCC(=O)N/N=C\c3ccc(O)c(OC)c3)o2)cc1C	i	-0.98
O=C(CC(Cc1ccccc1)C(=O)O)NCCc1ccc2c(c1)OCO2 (stereo unspecified)	i	-1.13
C=CCn1c(SCc2nc3sc4c(c3c(=O)[nH]2)CCCC4)nc2ccccc2c1=O	i	-0.74
COc1ccccc1C/C(N)=N/OC(=O)COc1cccc2ccccc12	i	-1.42
COc1nc(N(C)C)nc(N2CC(=O)N(CCNS(=O)(=O)c3ccc(C)cc3)C2=N)n1	i	0.01
CC1Cc2ccccc2N1C(=O)Cn1cnc2ccccc21 (stereo unspecified)	i	-1.01
CCN(CC)CCNc1nc(-c2ccc(OC)cc2)c(-c2ccc(OC)cc2)s1	i	-3.14
Cc1cc(C)cc(C(=O)NC(=S)Nc2ccc3c(c2)OCCO3)c1	i	-0.21
COc1ccc(OC)c(C(=O)/C=C/c2ccccc2C(F)(F)F)c1	i	-2.91
COc1ccc(/C=C/C(=O)Nc2ccc(S(=O)(=O)Nc3cc(C)nc(C)n3)cc2)cc1OC	i	0.53
CCC(CC)N1CCN(C(=O)c2cccc(Cl)c2)CC1	i	-0.85
O=C1CN(C(=O)NCC(=O)N2CCCC2)c2ccccc2N1	i	0.01
Cc1ccc(C)c(N(C)C(=O)c2cc3c(=O)[nH]c4ccc(C)cc4c3s2)c1	i	-2.68
COc1cc(-c2noc(-c3cccs3)n2)cc(OC)c1OC	i	0.73
O=C1CCCc2cc(S(=O)(=O)N3CCC(C(=O)NCc4ccccc4)CC3)ccc2N1	i	-0.43
O=C1CC(C(=O)NCc2ccccc2)N=C(N2CCCCC2)N1 (stereo unspecified)	i	1.55
CCCCOc1ccc2ccccc2c1C=O	i	-0.47
